HDAC3 inh = human HDAC3 inhibition | inhibition, % at 8.3 µM | recombinant HDAC3, fluorogenic peptide/trypsin coupled, fluorescence | O15379 | 0.15% of 320,000 active | AID 2718; in the data active = inhibition above about 26%, passing the limit was not always enough
Target sequence (O15379 whole entry, looked up): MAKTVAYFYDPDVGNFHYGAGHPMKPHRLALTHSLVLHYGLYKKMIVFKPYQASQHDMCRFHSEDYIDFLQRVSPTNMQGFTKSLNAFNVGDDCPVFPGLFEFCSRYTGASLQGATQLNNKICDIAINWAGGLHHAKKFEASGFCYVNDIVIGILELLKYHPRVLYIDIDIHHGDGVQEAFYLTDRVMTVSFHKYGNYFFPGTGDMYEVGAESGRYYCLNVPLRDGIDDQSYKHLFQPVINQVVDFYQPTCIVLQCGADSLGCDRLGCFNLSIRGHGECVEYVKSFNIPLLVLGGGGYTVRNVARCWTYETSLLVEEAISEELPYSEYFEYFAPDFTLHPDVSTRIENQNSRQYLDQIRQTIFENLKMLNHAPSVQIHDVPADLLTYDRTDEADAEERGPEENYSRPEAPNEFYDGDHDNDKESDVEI
TRPC4 potent = TRPC4 (mouse) allosteric potentiation; HEK293 TRPC4beta/mu-opioid, DAMGO EC20, Fluo-4 Ca2+ flux; stronger effect = higher value; B-score at 10 µM; 0.42% of 310,000 active; Q9QUQ5;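 active = B-score of calcium response area above 5 SD of library B-scores, with initial fluorescence ratio within 5 SD of library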;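 also: B-score of integrated fluorescence ratio over time as area under calcium response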
hERG rescue = hERG (human) protection from proarrhythmic block. AID 1511. activation (rescue from dofetilide block), less the hit threshold, % at 10 µM. CHO-hERG, FluxOR thallium flux, dofetilide IC70 present. 0.51% of 310,000 active. Q12809;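 active = activation above the mean of controls blocked by dofetilide plus 5 SD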;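 also: thallium influx through hERG after potassium depolarization seen as dye fluorescence rise; in these data hits start at about 4.7%; inactives centre near -7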
KCNQ1 block = human KCNQ1 channel inhibition. P51787. CHO-K1 KCNQ1, FluxOR thallium flux fluorescence; stronger effect = higher value. B-score at 10 µM. 1.3% of 310,000 active. AID 2642;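 active = compounds whose thallium flux B-score, printed positive for inhibition, exceeds three library SD while starting fluorescence stays within three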;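 also: channel opened by potassium depolarization with thallium stimulus after 20 min compound exposure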
DYRK1A inh = blocks rat Dyrk1A kinase activity. Q63470. ADP-Glo luminescence, NFATc1 peptide. 0.43% of 310,000 active. inhibition, % at 12.5 µM; in the data active = inhibition above about 50%;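 also: plate controls were vehicle with enzyme for no effect and no enzyme for full effect; many of its hits are not listed in these tables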
TMEM16A inh = inhibitors of mouse TMEM16A calcium-activated chloride channel; AID 588511; 1.2% of 310,000 active; normalized B-score (activity score, 25-100; higher = stronger inhibition) at 10 µM; Q8BHY3; HEK293 TMEM16A/YFP iodide influx fluorescence, ionomycin;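 active = ratio plate-corrected score three or more library SD toward inhibition, starting fluorescence score within five deviations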;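 also: score derived from kinetic fluorescence span divided by baseline fluorescence per well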
KCNQ1 pot = potentiators or activators of human KCNQ1 potassium channel | P51787 | CHO-K1 KCNQ1, thallium flux FluxOR fluorescence; stronger effect = higher value | B-score at 10 µM | 0.35% of 310,000 active;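 active = fluorescence ratio B-score, a plate-corrected score, at least three library SD, with initial intensity B-score within 5 SD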
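Assay system: CHO-K1 cells stably expressing KCNQ1. Medium: assay buffer for compound exposure, DMSO matched across wells. Timing: 37 °C overnight plating, 90-min dark dye load, 20-min compound pretreatment. Signal: kinetic FluxOR fluorescence, 10 s baseline plus 110 s post-stimulus.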
KCNK9 block = human KCNK9 channel inhibition | Q9NPC2 | HEK293 KCNK9, FluxOR thallium flux fluorescence; stronger effect = lower value | B-score at 10 µM | 1.2% of 310,000 active;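 active = ratio B-score over 3 SD below the library mean, with starting fluorescence within 5 SD of its mean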;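 also: negative B-score means less thallium flux so channel inhibition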
KCNK3 block = human KCNK3 channel inhibition, primary screen; O14649; CHO-KCNK3 thallium flux, FluxOR fluorescence; stronger effect = lower value; B-score at 10 µM; 0.84% of 340,000 active;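 active = B-score under library mean minus 4 SD, starting fluorescence ratio at most library mean plus 5 SD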;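 also: more negative B-score means stronger inhibition of thallium flux through KCNK3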
Target sequence (O14649 whole entry, looked up): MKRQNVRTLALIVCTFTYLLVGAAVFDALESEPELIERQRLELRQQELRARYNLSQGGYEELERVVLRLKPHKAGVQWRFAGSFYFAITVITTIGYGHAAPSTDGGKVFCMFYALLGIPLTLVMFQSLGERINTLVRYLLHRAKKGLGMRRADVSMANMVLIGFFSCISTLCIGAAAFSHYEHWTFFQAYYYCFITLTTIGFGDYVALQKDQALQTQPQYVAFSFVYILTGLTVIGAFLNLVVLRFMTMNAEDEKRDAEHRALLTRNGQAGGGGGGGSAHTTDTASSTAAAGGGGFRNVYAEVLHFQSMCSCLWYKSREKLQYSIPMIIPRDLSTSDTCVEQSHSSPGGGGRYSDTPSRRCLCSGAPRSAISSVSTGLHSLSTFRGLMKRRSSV
TMEM16A act = mouse TMEM16A channel activation, primary screen; B-score at 10 µM; HEK293 TMEM16A/YFP-H148Q/I152L, iodide quench fluorescence; stronger effect = lower value; 0.3% of 340,000 active; Q8BHY3; AID 623877;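 active = fluorescence-ratio B-score plate-corrected deviation score at least 3 library SD below zero, with starting fluorescence score within 5 deviations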;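 also: channel opened by trigger with iodide after compound preincubation; score built on the fluorescence ratio of max minus min over baseline; more negative score means more quench and so TMEM16A activation or potentiation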
TRPC4 act = opens the mouse TRPC4 cation channel | B-score at 10 µM | AID 2237 | HEK293 TRPC4beta/mu-opioid, Fluo4 calcium fluorescence; stronger effect = higher value | Q9QUQ5 | 0.49% of 310,000 active;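 active = B-score above 5 SD of library B-scores, and initial fluorescence ratio not above library mean plus 5 SD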;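 also: positive B-score marks a calcium rise read as TRPC4 activation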
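Technique: kinetic Fluo4 calcium fluorescence; Test system: TRPC4beta and mu-opioid receptor HEK293 stable cells; Measure: B-scored integrated calcium fluorescence ratio; Benchmarks: low control buffer alone, high control maximal DAMGO; Schedule: 45 min room-temperature Fluo4 loading, 110 s read.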
An asterisk follows results filed as active. This is a subset, so the mix of outcomes need not match the whole.

Screening O=c1c2cc(-c3ccccc3)sc2nc2n1N=C(c1ccccc1)CS2 returned HDAC3 inh 4, TRPC4 potent inactive, hERG rescue -4, KCNQ1 block inactive, TMEM16A inh inactive, KCNQ1 pot inactive, KCNK9 block inactive, KCNK3 block inactive, TMEM16A act inactive and TRPC4 act inactive.
CCN(CC(=O)Nc1ccc(NC(C)=O)cc1)CC(=O)Nc1ccccc1C(=O)c1ccccc1 was read as HDAC3 inh 0, TRPC4 potent inactive, hERG rescue -17, KCNQ1 block inactive, DYRK1A inh -3, TMEM16A inh inactive, KCNQ1 pot inactive, KCNK9 block inactive, KCNK3 block inactive, TMEM16A act inactive and TRPC4 act inactive.
For O=S(=O)(c1cccc2nonc12)N1CCCCCC1 the results were HDAC3 inh -6, TRPC4 potent inactive, hERG rescue -23, KCNQ1 block inactive, DYRK1A inh 0, TMEM16A inh inactive, KCNQ1 pot inactive, KCNK9 block inactive, KCNK3 block inactive, TMEM16A act inactive and TRPC4 act inactive.
Screening OCCNc1nc2nonc2nc1NCCO returned HDAC3 inh 0, TRPC4 potent inactive, hERG rescue -12, KCNQ1 block inactive, DYRK1A inh -2, TMEM16A inh inactive, KCNQ1 pot inactive, KCNK9 block inactive, KCNK3 block inactive, TMEM16A act inactive and TRPC4 act inactive.
For Cc1ccc(C)c(-c2nnc(NC(=O)CCS(=O)(=O)c3ccc(F)cc3)o2)c1 the results were HDAC3 inh 0, TRPC4 potent inactive, hERG rescue -4, KCNQ1 block inactive, DYRK1A inh -12, TMEM16A inh inactive, KCNQ1 pot inactive, KCNK9 block inactive, KCNK3 block inactive, TMEM16A act inactive and TRPC4 act inactive.
Screening O=C(O)C1C2C=CC(C2)C1C(=O)N1CCN(C/C=C/c2ccccc2)CC1 (configuration not stated) returned HDAC3 inh 1, TRPC4 potent inactive, hERG rescue -7, KCNQ1 block inactive, DYRK1A inh 0, TMEM16A inh inactive, KCNQ1 pot inactive, KCNK9 block inactive, KCNK3 block inactive, TMEM16A act inactive and TRPC4 act 84*.
For C[C@H](/C=C/[C@@]1(O)[C@H](C)C[C@H](O)CC1(C)C)O[C@@H]1O[C@H](CO)[C@@H](O)[C@H](O)[C@H]1O the results were HDAC3 inh 6, TRPC4 potent inactive, hERG rescue -3, KCNQ1 block inactive, DYRK1A inh 8, TMEM16A inh inactive, KCNQ1 pot inactive, KCNK9 block inactive, KCNK3 block inactive, TMEM16A act inactive and TRPC4 act inactive.
CCCCCCC(=O)N(O)C1CC(=O)N(Cc2ccccc2)C1=O (configuration not stated) was read as HDAC3 inh 78*, DYRK1A inh -5, TMEM16A inh inactive, KCNK3 block inactive and TMEM16A act inactive.
COc1ccccc1-n1cnnc1SCc1csc(-c2ccccc2)n1 was read as HDAC3 inh 3, DYRK1A inh 5, TMEM16A inh inactive, KCNK3 block inactive and TMEM16A act inactive.
COc1ccc(-c2nc(SCC(=O)NCc3ccco3)c(-c3ccccc3)[nH]2)cc1OC was read as HDAC3 inh 5, TRPC4 potent inactive, hERG rescue 0, KCNQ1 block inactive, DYRK1A inh -6, TMEM16A inh inactive, KCNQ1 pot inactive, KCNK9 block inactive, KCNK3 block inactive, TMEM16A act inactive and TRPC4 act inactive.
Cc1ccc(CSC2=Nc3ccccc3C3=NC(CCC(=O)NCc4ccco4)C(=O)N23)cc1 (configuration not stated) was read as HDAC3 inh 3, TRPC4 potent inactive, hERG rescue -16, KCNQ1 block inactive, DYRK1A inh 0, TMEM16A inh inactive, KCNQ1 pot inactive, KCNK9 block inactive, KCNK3 block inactive, TMEM16A act inactive and TRPC4 act inactive.
`CN(C)S(=O)(=O)c1ccc(C(=O)NC2CCCc3ccccc32)cc1` (configuration not stated) gave HDAC3 inh 6, TRPC4 potent inactive, hERG rescue -10, KCNQ1 block inactive, TMEM16A inh inactive, KCNQ1 pot inactive, KCNK9 block inactive, KCNK3 block inactive, TMEM16A act inactive and TRPC4 act inactive.
For Cc1ccccc1OCC(=O)N/N=C/c1ccc(N(C)C)cc1 the results were HDAC3 inh -3, TRPC4 potent inactive, hERG rescue -8, KCNQ1 block inactive, DYRK1A inh 3, TMEM16A inh inactive, KCNQ1 pot inactive, KCNK9 block inactive, KCNK3 block inactive, TMEM16A act inactive and TRPC4 act inactive.
Screening O=C(O)COc1ccccc1/C=N/NC(=O)CSc1nc2ccccc2n1Cc1ccccc1 returned HDAC3 inh 3, TRPC4 potent inactive, hERG rescue -10, KCNQ1 block inactive, DYRK1A inh -7, TMEM16A inh inactive, KCNQ1 pot inactive, KCNK9 block inactive, KCNK3 block inactive, TMEM16A act inactive and TRPC4 act inactive.
COc1cc(CNC2CCCCC2OC)cc(OC)c1 (configuration not stated) was read as HDAC3 inh -1, TRPC4 potent inactive, hERG rescue -17, KCNQ1 block inactive, DYRK1A inh 2, TMEM16A inh inactive, KCNQ1 pot inactive, KCNK9 block inactive, KCNK3 block inactive, TMEM16A act inactive and TRPC4 act inactive.
For Cc1ccc(S(=O)(=O)N(Cc2cccc(C)c2)C(=O)N2CCN(C)CC2)cc1 the results were HDAC3 inh 5, TRPC4 potent inactive, hERG rescue -4, KCNQ1 block inactive, DYRK1A inh 8, TMEM16A inh inactive, KCNQ1 pot inactive, KCNK9 block inactive, KCNK3 block inactive, TMEM16A act inactive and TRPC4 act inactive.
For COC(=O)c1ccc(/C=N/Nc2nc(C)c(C)s2)cc1 the results were HDAC3 inh -10, TRPC4 potent inactive, hERG rescue -12, KCNQ1 block inactive, TMEM16A inh inactive, KCNQ1 pot inactive, KCNK9 block inactive, KCNK3 block inactive, TMEM16A act inactive and TRPC4 act inactive.
For Cc1cc2sc3ccc(C#CC4(O)CCCCC4)cc3c(=O)c2cc1C the results were HDAC3 inh -3, TRPC4 potent inactive, hERG rescue 0, KCNQ1 block inactive, DYRK1A inh -1, TMEM16A inh inactive, KCNQ1 pot inactive, KCNK9 block inactive, KCNK3 block inactive, TMEM16A act inactive and TRPC4 act inactive.
For COc1ccc(C(=O)CCC(=O)Nc2cc(Cl)c(O)c(Cl)c2)cc1 the results were HDAC3 inh 6, TRPC4 potent inactive, hERG rescue -9, KCNQ1 block inactive, DYRK1A inh -4, TMEM16A inh inactive, KCNQ1 pot inactive, KCNK9 block inactive, KCNK3 block inactive, TMEM16A act inactive and TRPC4 act inactive.
`O=c1[nH]nc(Cc2ccccn2)c2ccccc12` gave HDAC3 inh -9, TRPC4 potent inactive, hERG rescue -10, KCNQ1 block inactive, DYRK1A inh -2, TMEM16A inh inactive, KCNQ1 pot inactive, KCNK9 block inactive, KCNK3 block inactive, TMEM16A act inactive and TRPC4 act inactive.
For COc1ccc(CC2SC(=Nc3ccc(F)cc3)NC2=O)cc1 (configuration not stated) the results were HDAC3 inh 5, TRPC4 potent inactive, hERG rescue -7, KCNQ1 block inactive, DYRK1A inh 1, TMEM16A inh inactive, KCNQ1 pot inactive, KCNK9 block inactive, KCNK3 block inactive, TMEM16A act inactive and TRPC4 act inactive.
Screening COc1ccc(/C=C/C(=O)OCC(=O)Nc2ccc(Cl)c(S(=O)(=O)N(C)C)c2)cc1OC returned HDAC3 inh 10, TRPC4 potent inactive, hERG rescue -7, KCNQ1 block inactive, DYRK1A inh 9, TMEM16A inh inactive, KCNQ1 pot inactive, KCNK9 block inactive, KCNK3 block inactive, TMEM16A act inactive and TRPC4 act inactive.
Screening O=C(/C=C/NCc1ccc(F)cc1)c1ccccc1 returned HDAC3 inh -2, TRPC4 potent inactive, hERG rescue -3, KCNQ1 block inactive, DYRK1A inh -2, TMEM16A inh inactive, KCNQ1 pot inactive, KCNK9 block inactive, KCNK3 block inactive, TMEM16A act inactive and TRPC4 act inactive.
Screening O=C(Nc1cccc(O)c1)c1cccc(S(=O)(=O)Nc2cccc(O)c2)c1 returned HDAC3 inh 2, TRPC4 potent inactive, hERG rescue -13, KCNQ1 block inactive, DYRK1A inh 21, TMEM16A inh inactive, KCNQ1 pot inactive, KCNK9 block inactive, KCNK3 block inactive, TMEM16A act inactive and TRPC4 act inactive.
`Cc1cccc(NC(=O)CSCC(=O)Nc2nnc(C3CC3)s2)c1` gave HDAC3 inh 1, TRPC4 potent inactive, hERG rescue -6, KCNQ1 block inactive, TMEM16A inh inactive, KCNQ1 pot inactive, KCNK9 block inactive, KCNK3 block inactive, TMEM16A act inactive and TRPC4 act inactive.
CN1CCN(C2CCCCCC2)CC1 was read as HDAC3 inh 1, TRPC4 potent inactive, hERG rescue -7, KCNQ1 block inactive, DYRK1A inh 5, TMEM16A inh 25*, KCNQ1 pot inactive, KCNK9 block inactive, KCNK3 block inactive, TMEM16A act inactive and TRPC4 act inactive.
For Cn1cccc1/C=C1\SC(=Nc2cccc(O)c2)NC1=O the results were HDAC3 inh 5, TRPC4 potent inactive, hERG rescue -14, KCNQ1 block inactive, DYRK1A inh -7, TMEM16A inh inactive, KCNQ1 pot inactive, KCNK9 block inactive, KCNK3 block inactive, TMEM16A act inactive and TRPC4 act inactive.
For COc1ccc(C(c2nnnn2CCc2ccccc2)N2CCN(C)CC2)cc1OC (configuration not stated) the results were TRPC4 potent inactive, hERG rescue -6, KCNQ1 block inactive, DYRK1A inh 0, KCNQ1 pot inactive, KCNK9 block inactive, KCNK3 block inactive, TMEM16A act inactive and TRPC4 act inactive.
CCC(=O)NC(=S)Nc1ccc(-c2nc3ccccc3s2)cc1 was read as HDAC3 inh 4, TRPC4 potent inactive, hERG rescue -5, KCNQ1 block inactive, DYRK1A inh 3, TMEM16A inh inactive, KCNQ1 pot inactive, KCNK9 block inactive, KCNK3 block inactive, TMEM16A act inactive and TRPC4 act inactive.
COCCCNC(=O)Cn1nc(-c2ccccc2OC)ccc1=O was read as HDAC3 inh 5, TRPC4 potent inactive, hERG rescue -8, KCNQ1 block inactive, DYRK1A inh 5, TMEM16A inh inactive, KCNQ1 pot inactive, KCNK9 block inactive, KCNK3 block inactive, TMEM16A act inactive and TRPC4 act inactive.
`COc1ccc(-c2nc(CS(=O)CC(=O)NC3CCCC3)c(C)o2)cc1` (configuration not stated) gave HDAC3 inh -7, TRPC4 potent inactive, hERG rescue -10, KCNQ1 block inactive, DYRK1A inh -6, TMEM16A inh inactive, KCNQ1 pot inactive, KCNK9 block inactive, KCNK3 block inactive, TMEM16A act inactive and TRPC4 act inactive.
